PTPN22 act: activators of human LYP (PTPN22) phosphatase | Q9Y2R2 | recombinant LYP, DiFMUP fluorescence; 0 = plate median, 100 = signal doubled | activation, % at 2 µM | hit rate 0.11% among 96,000;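 active = activation at 2 µM above a set limit, the mean plus 5 SD, cut at about 37% in these data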
PTPN22 inh 2: blocks human PTPN22 phosphatase activity; AID 640; hit rate 0.21% among 96,000; inhibition, % at 2 µM; recombinant LYP catalytic domain, DiFMUP fluorescence;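 active = inhibition at 2 µM at or above a set limit, the screen mean plus 3 SD, cut at about 24% in these data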;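 also: 0% = DMSO with enzyme and 100% = enzyme fully blocked by orthovanadate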
CYP2C9 act: CYP2C9 (human) activation; P11712; recombinant CYP2C9, luciferin-H conversion, luminescence; stronger effect = higher value; factor 1 = untreated enzyme, 0 = blocked; activation factor at 5 µM; hit rate 1.4% among 96,000; AID 1024;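 active = activation factor of 2 or more for CYP2C9 at a 5 µM dose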;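 also: 0 = sulfaphenazole-blocked wells and 1 = vehicle-only wells; values of inactives mirror those of a sister screen read the other way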
Target sequence (P11712 whole entry, looked up): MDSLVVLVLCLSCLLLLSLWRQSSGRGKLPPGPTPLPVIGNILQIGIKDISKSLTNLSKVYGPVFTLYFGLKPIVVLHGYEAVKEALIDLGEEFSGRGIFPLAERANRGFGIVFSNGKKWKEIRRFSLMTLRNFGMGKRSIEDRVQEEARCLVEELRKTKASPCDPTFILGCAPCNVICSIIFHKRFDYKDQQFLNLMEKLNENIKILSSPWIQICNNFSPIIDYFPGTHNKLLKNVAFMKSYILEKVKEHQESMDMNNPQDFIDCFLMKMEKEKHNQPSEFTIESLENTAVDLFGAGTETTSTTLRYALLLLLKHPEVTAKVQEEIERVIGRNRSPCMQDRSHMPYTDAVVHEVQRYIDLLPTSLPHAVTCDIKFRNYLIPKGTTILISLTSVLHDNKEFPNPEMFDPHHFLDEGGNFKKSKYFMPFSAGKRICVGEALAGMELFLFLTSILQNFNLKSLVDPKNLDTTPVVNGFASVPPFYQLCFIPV
CYP2C9 inh: human CYP2C9 inhibition; AID 777; CYP2C9 Supersomes, luciferin-H conversion, luminescence; inhibition, % at 5 µM; hit rate 20% among 96,000; P11712;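 active = blocking of liver enzyme CYP2C9 beyond about 50% at 5 µM, limit read from the data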; also: values of inactives mirror those of a sister screen read the other way
Candida biofilm: kills Candida albicans biofilms; C. albicans biofilm + clotrimazole, Alamar Blue; inhibition, % at 6 µM; hit rate 0.14% among 85,000;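 active = inhibition above 20%; inactive = inhibition below 20%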;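 also: preformed 24 hr biofilms exposed to compound for 48 hr; 0% = biofilm without compound and 100% = blank killed by clotrimazole plus chlorhexidine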
EphB4 antag: blocks human EphB4 binding to ephrin-B2; P54760; AID 720; hit rate 0.15% among 97,000; EphB4 LBD / TNYL-RAW-Alexa532 peptide, fluorescence polarization; inhibition, % at 7 µM;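 active = inhibition above the screen-wide mean inhibition plus 3 SD, cut at about 15% in these data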;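 also: 0% = DMSO wells and 100% = excess unlabeled TNYL-RAW peptide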
Plk1 PBD FP: blocks phosphopeptide binding to human Plk1 polo box domain; P53350; Plk1 PBD phosphopeptide binding, fluorescence polarization; inhibition, %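 (tested at about 20 µM)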; hit rate 0.13% among 97,000; AID 693; in the data active = inhibition above about 34%, passing the limit was not always enough
Target sequence (P53350 whole entry, looked up, the tested form may be a part): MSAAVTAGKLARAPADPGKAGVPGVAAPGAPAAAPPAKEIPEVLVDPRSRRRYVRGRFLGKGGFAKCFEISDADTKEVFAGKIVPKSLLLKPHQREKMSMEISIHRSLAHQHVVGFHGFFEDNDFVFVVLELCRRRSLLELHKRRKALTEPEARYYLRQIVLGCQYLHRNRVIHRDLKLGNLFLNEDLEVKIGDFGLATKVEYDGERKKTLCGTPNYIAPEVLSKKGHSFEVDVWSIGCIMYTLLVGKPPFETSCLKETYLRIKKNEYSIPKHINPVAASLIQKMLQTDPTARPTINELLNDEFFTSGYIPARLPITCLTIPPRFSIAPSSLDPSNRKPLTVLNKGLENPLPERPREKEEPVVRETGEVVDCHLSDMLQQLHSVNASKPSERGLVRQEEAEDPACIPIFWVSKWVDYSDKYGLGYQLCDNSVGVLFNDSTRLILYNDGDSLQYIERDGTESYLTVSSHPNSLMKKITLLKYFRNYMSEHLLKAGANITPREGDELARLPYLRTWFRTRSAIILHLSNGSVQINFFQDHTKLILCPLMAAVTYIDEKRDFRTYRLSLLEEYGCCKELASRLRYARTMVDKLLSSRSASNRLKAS
Rev-RRE block: HIV Rev-RRE protein-RNA interaction inhibition; P05866; Rev peptide-RRE RNA binding, FRET; inhibition, % at 8 µM; hit rate 0.79% among 97,000; AID 704;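 active = inhibition above the screen-wide mean plus 3 SD, cut at about 35% in these data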;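 also: 0% = median DMSO wells and 100% = median Neomycin B control wells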
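Probe or stimulus: fluorescein-Rev peptide as binding partner; assay system: Cy5-tagged RRE RNA duplex with fluorescein-tagged Rev peptide; timing: 5 min compound–RNA preincubation, then 15 min with peptide, 25 °C; medium: HEPES pH 7.5 buffer with KCl, MgCl2, NaCl and EDTA; signal: fluorescein-to-Cy5 FRET, 480 nm excitation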
PLK1 inh: PLK1 (human) kinase inhibition; P53350; recombinant PLK1 kinase, TR-FRET peptide phosphorylation; inhibition, % at 10 µM; hit rate 0.53% among 97,000;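 active = inhibition of 50% or more in the single-concentration screen; inactive = inhibition below 50%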;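 also: 0% = DMSO max control and 100% = H-89 dihydrochloride min control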
The depositor's hits bear a star; / = not tested or not shown.

#1 CC(C)Nc1ncnc2c1nnn2Cc1ccccc1
#2 Fc1ccc(-c2nnc(-n3nnc4ccccc43)c3ccccc23)cc1
#3 CN1C(=O)/C(=C\c2cc(N=Nc3ccccc3)ccc2O)SC1=S
#4 COc1cc(CN2CCN(c3cc(C)ccc3C)CC2)cc([N+](=O)[O-])c1O
#5 O=C1CN(C(=O)c2ccco2)c2ccccc2N1
#6 Cn1c(/C=N/NC(=O)c2ccccc2Br)nc2ccccc21
#7 CSc1ccc(CNc2ccc(Cl)cc2)cc1
#8 CCc1c(C(C)O)oc2ccc3c(C)cc(=O)oc3c12 (stereo not drawn)
#9 CN1CCN(c2ccccc2NC(=O)c2cccc(OCc3ccccc3)c2)CC1
#10 CCc1ccc2c(c1)C1(NN=C(c3ccccc3)S1)C(=O)N2 (stereo not drawn)

| Screen / compound no. | 1 | 2 | 3 | 4 | 5 | 6 | 7 | 8 | 9 | 10 |
| --- | --- | --- | --- | --- | --- | --- | --- | --- | --- | --- |
| PTPN22 act | 4 | -5 | -14 | 0 | 0 | 5 | 11 | -3 | 3 | -18 |
| PTPN22 inh 2 | -2 | 4 | 16 | 3 | 2 | 0 | -6 | 6 | -5 | 15 |
| CYP2C9 act | 1 | / | 0.6 | / | 1.1 | 0.4 | 1 | / | 0.5 | / |
| CYP2C9 inh | 0 | / | 44 | / | -6 | 62* | 3 | / | 52* | / |
| Candida biofilm | -2 | 4 | / | / | / | / | / | 8 | 9 | 0 |
| EphB4 antag | 11 | 8 | 0 | -2 | 0 | 7 | -9 | 2 | 4 | 9 |
| Plk1 PBD FP | -15 | 6 | 15 | -25 | 11 | 9 | 9 | -21 | -2 | 18 |
| Rev-RRE block | 5 | 2 | -29 | 1 | 10 | 1 | -4 | 2 | 14 | 5 |
| PLK1 inh | -13 | -7 | -16 | -4 | -4 | -5 | -12 | -5 | -6 | -11 |

CYP2C9 inh, hit marks shown above.
# | compound | PTPN22 act | PTPN22 inh 2 | CYP2C9 act | CYP2C9 inh | EphB4 antag | Plk1 PBD FP | Rev-RRE block | PLK1 inh
6 | Cn1c(/C=N/NC(=O)c2ccccc2Br)nc2ccccc21 | 5 | 0 | 0.4 | 62* | 7 | 9 | 1 | -5
9 | CN1CCN(c2ccccc2NC(=O)c2cccc(OCc3ccccc3)c2)CC1 | 3 | -5 | 0.5 | 52* | 4 | -2 | 14 | -6

Other records.
#11 CSc1nc2nccc(-c3ccc(-c4ccccc4)cc3)n2n1
#12 COc1ccc(CCNC(=O)CSC2=Nc3ccccc3C3=NC(C(C)C)C(=O)N23)cc1OC (stereo not drawn)
#13 C#CCn1c(=NC(=O)c2cccs2)sc2cccc(OC)c21
#14 COc1ccc(OC)c(N(CC(=O)Nc2ccc(NC(C)=O)cc2)S(C)(=O)=O)c1
#15 COc1ccc(-c2ccc(-c3noc(-c4ccccc4C)n3)c(OC)n2)cc1
#16 Cc1ccc(C)n1N1C(=O)/C(=C\c2ccc(Cl)cc2)SC1=S
#17 Cc1ccc(-c2ccc(=O)n(CC(=O)NCCN3C(C)CCCC3C)n2)cc1 (stereo not drawn)
#18 Cc1cc2cc3c(cc2nc1SCC(=O)N1c2ccccc2CC1C)OCO3 (stereo not drawn)
#19 CC(=O)Nc1ccc(/C=N/NC(=O)c2cc3cc(C)ccc3nc2C)cc1
#20 CC(=O)Nc1cc(-c2ccccc2)nn1Cc1ccc(Cl)cc1

| Screen / compound no. | 11 | 12 | 13 | 14 | 15 | 16 | 17 | 18 | 19 | 20 |
| --- | --- | --- | --- | --- | --- | --- | --- | --- | --- | --- |
| PTPN22 act | -6 | 4 | 4 | 9 | 1 | -14 | -2 | -7 | -6 | -2 |
| PTPN22 inh 2 | 2 | -5 | -7 | -8 | -3 | 16 | 0 | 4 | 8 | 5 |
| CYP2C9 act | 1 | 0.9 | 1 | 0.6 | 1 | 0.8 | 0.9 | / | 0.7 | / |
| CYP2C9 inh | 1 | 10 | -1 | 41 | -2 | 16 | 6 | / | 26 | / |
| Candida biofilm | 2 | 1 | / | 5 | 6 | 4 | / | 5 | / | / |
| EphB4 antag | -3 | -2 | 12 | 4 | 0 | 6 | -5 | 5 | -3 | -25 |
| Plk1 PBD FP | 2 | 0 | 14 | -25 | 10 | -7 | -2 | -5 | -12 | -14 |
| Rev-RRE block | 8 | 0 | 7 | 6 | 12 | 0 | -3 | 19 | 6 | 3 |
| PLK1 inh | 6 | -5 | -11 | -8 | -19 | -12 | -4 | -12 | -13 | -7 |

#21 COc1ccc(C(=O)CSc2nnc(Cn3nnc4ccccc43)n2C)cc1
#22 CC1=C(NCCc2ccccc2)CCC1=O
#23 COc1cccc(OCC(O)CO)c1 (stereo not drawn)
#24 O=C1c2ccccc2C(=O)c2c(NCc3cccnc3)cccc21
#25 CCOC(=O)C1CCN(C(=O)Cc2c(F)cccc2Cl)CC1
#26 Cc1onc(-c2ccccc2)c1C(=O)Nc1nc(-c2cc(F)ccc2F)cs1
#27 C=CCn1c(=O)[nH]c2cc(C(=O)N3CCN(c4ccc(C(C)=O)cc4)CC3)ccc2c1=O
#28 C=CCNc1oc(/C=C/c2ccccc2)nc1C#N
#29 COCCNC(=O)CSc1nc(-c2ccc(OC)c(OC)c2)cc(C(F)(F)F)n1
#30 O=C(O)[C@H](Cc1ccccc1)N1Cc2ccccc2C1=O

| Screen / compound no. | 21 | 22 | 23 | 24 | 25 | 26 | 27 | 28 | 29 | 30 |
| --- | --- | --- | --- | --- | --- | --- | --- | --- | --- | --- |
| PTPN22 act | 7 | 0 | -3 | -1 | 18 | -2 | -12 | 11 | 19 | -8 |
| PTPN22 inh 2 | -8 | -1 | 4 | 6 | -16 | 1 | 11 | -7 | -14 | 8 |
| CYP2C9 act | 0.7 | 0.9 | 0.9 | 0.2 | 0.8 | 1.1 | 0.8 | 0.3 | 0.4 | 1.1 |
| CYP2C9 inh | 28 | 9 | 12 | 79* | 21 | -14 | 22 | 74* | 60* | -13 |
| Candida biofilm | / | 6 | 1 | / | 4 | 8 | 4 | / | 6 | 7 |
| EphB4 antag | -4 | -3 | -5 | 6 | -6 | -1 | 6 | -2 | 3 | 0 |
| Plk1 PBD FP | -7 | -7 | 8 | -11 | 16 | 13 | -19 | -22 | 1 | 13 |
| Rev-RRE block | 2 | 3 | 3 | -33 | -2 | 6 | 4 | 4 | -4 | 12 |
| PLK1 inh | -15 | -18 | -6 | -4 | -6 | -3 | -5 | -23 | -8 | -23 |

3 entries from above, with two lines to a compound:
Results follow in this order: PTPN22 act	PTPN22 inh 2	CYP2C9 act	CYP2C9 inh	Candida biofilm	EphB4 antag	Plk1 PBD FP	Rev-RRE block	PLK1 inh
26. Cc1onc(-c2ccccc2)c1C(=O)Nc1nc(-c2cc(F)ccc2F)cs1
    -2	1	1.1	-14	8	-1	13	6	-3
27. C=CCn1c(=O)[nH]c2cc(C(=O)N3CCN(c4ccc(C(C)=O)cc4)CC3)ccc2c1=O
    -12	11	0.8	22	4	6	-19	4	-5
28. C=CCNc1oc(/C=C/c2ccccc2)nc1C#N
    11	-7	0.3	74*	/	-2	-22	4	-23

Next results
| No. | Molecule | PTPN22 act | PTPN22 inh 2 | CYP2C9 act | CYP2C9 inh | Candida biofilm | EphB4 antag | Plk1 PBD FP | Rev-RRE block | PLK1 inh |
| --- | --- | --- | --- | --- | --- | --- | --- | --- | --- | --- |
| 31 | CCCCOc1cccc(-c2nnc(N)s2)c1 | 1 | -1 | 0.8 | 23 | 5 | 1 | -2 | 6 | -12 |
| 32 | CCC(=O)Nc1cccc(NC(=O)c2cc3ccccc3o2)c1 | 3 | -4 | 1 | 3 | -3 | -4 | 18 | 2 | -3 |
| 33 | CCCCNC(=O)c1c(C)cc(=O)oc1C | 1 | -6 | 1.3 | -34 | 11 | 5 | 5 | 7 | -7 |
| 34 | Cc1cc(N2CCCCC2)nc2ccc(NC(=O)c3ccc(Br)o3)cc12 | 2 | -2 | 0.2 | 81* | -2 | 3 | 32 | 12 | 8 |
| 35 | CCOC(=O)c1c(N)sc2c(OCC)c(Br)ccc12 | 1 | -2 | / | / | -4 | -4 | 7 | 10 | -10 |
| 36 | Cc1ccc(C(=O)c2c(NC(=O)c3ccncc3)sc3c2CCCC3)cc1 | -18 | 20 | 0.3 | 68* | / | 1 | -9 | 4 | -5 |
| 37 | COc1cccc(/C=C2/SC(=O)N(CC(=O)N3CCc4ccccc4C3)C2=O)c1OCC(=O)O | -10 | 10 | 1 | 3 | / | 4 | 19 | 3 | -4 |
| 38 | CCOC(=O)C(CC(C)C)CP(=O)(O)CNC(=O)OCc1ccccc1 (stereo not drawn) | 6 | -8 | 0.9 | 10 | 10 | -2 | 18 | 1 | -10 |
| 39 | O=C(O)c1ccc(COc2ccc3c4c(c(=O)oc3c2)CCC4)o1 | -3 | 2 | 1 | 4 | 4 | 3 | 15 | 3 | -13 |
| 40 | CCc1nnc(NC(=O)c2ccc(S(=O)(=O)N(CCOC)CCOC)cc2)s1 | 1 | -3 | 2* | -102 | -1 | 1 | -3 | 2 | -11 |
| 41 | CCOC(=O)C1CCCN(C(=O)c2ccco2)C1 (stereo not drawn) | 6 | -7 | 0.7 | 26 | 7 | 2 | 1 | 1 | -7 |
| 42 | COc1ccc(Cn2c(CCC(=O)Nc3ccc(C)cc3)nc3cccnc32)cc1 | -3 | 2 | 0.6 | 38 | -5 | 1 | -2 | 7 | -4 |
| 43 | COc1cc(C)c(C)cc1S(=O)(=O)N1CCCCC1c1cccnc1 (stereo not drawn) | -12 | 7 | 0.8 | 24 | 4 | 6 | 3 | 8 | -12 |
| 44 | CCOC(=O)c1nn(-c2ccccc2)c(=O)cc1SC(C)CC (stereo not drawn) | -1 | 5 | 1 | -1 | / | -7 | -14 | 6 | -8 |
| 45 | O=C(CSc1nnc(-c2ccncc2)n1Cc1ccccc1)NCCc1ccccc1 | 0 | 2 | 0.4 | 63* | 5 | -2 | 8 | 4 | -1 |
| 46 | O=S(=O)(/N=S1/CC=CCN1S(=O)(=O)c1ccccc1)c1ccccc1 (stereo not drawn) | -8 | 5 | 0.4 | 55* | -5 | -1 | -13 | 2 | -5 |
| 47 | CCOC(=O)c1c(N)n(C2CC(C)(C)NC(C)(C)C2)c2nc3ccccc3nc12 | 5 | -1 | 0.9 | 8 | 13 | -2 | 6 | 0 | -11 |
| 48 | CCn1c(SCC(=O)Nc2cc(OC)c(OC)c(OC)c2)nnc1-c1cccs1 | 5 | -5 | 0.5 | 52* | -4 | 1 | 4 | 3 | -20 |
| 49 | Oc1ccc(C2=Nn3c(nnc3-c3ccco3)SC2)cc1O | -5 | 10 | 0.9 | 11 | / | 4 | 24 | 2 | 44 |
| 50 | COC(=O)c1sc2ccccc2c1-n1cccc1C(=O)C(=O)Nc1ccc(OC)cc1 | -6 | 8 | 0 | 101* | / | 6 | 18 | 7 | -9 |
| 51 | COC(=O)/C(=C\c1c[nH]c2ccccc12)NC(C)=O | -6 | 3 | 1.1 | -6 | / | 12 | -21 | 4 | -8 |
| 52 | N=c1n(CCN2CCCCC2)c2ccccc2n1CC(O)c1ccc(Cl)c(Cl)c1 (stereo not drawn) | -4 | 0 | 0.2 | 82* | / | -4 | -13 | 5 | 63* |
| 53 | Oc1csc(Cc2nc(-c3ccc(-c4ccccc4)cc3)cs2)n1 | 1 | 2 | 0.9 | 13 | / | -1 | 23 | 11 | -14 |
| 54 | CC(C)[C@H](N)c1nnc(SCc2ccc(Cl)cc2)o1 | 4 | -5 | 0.8 | 15 | 9 | -5 | 10 | -2 | 5 |
| 55 | CCOC(=O)c1ccc(CNS(=O)(=O)c2c(C)ccc3nsnc23)o1 | 1 | 0 | 0.6 | 42 | 5 | 5 | 5 | 0 | -13 |
| 56 | COc1ccc(OC)c(S(=O)(=O)NCc2cccnc2)c1 | -2 | 6 | 1.3 | -30 | 11 | 1 | 17 | 11 | -7 |
